Screening results as filed in PubChem.
NPSR antagonist: neuropeptide S receptor (human) antagonism, cAMP; CHO-NPSR cells, cAMP TR-FRET, antagonist mode; Potency, µM (doses to about 38.3 µM), for the others: at the highest dose activity change, negative = inhibition, hits mostly inhibitors; 220,000 tested, 1% active; further: potency means the concentration at half of the fitted maximal effect; on the % scale 0 is the no-effect control and ±100 the full control effect; nearly all actives have a fitted effect of over 50% in size; many of its hits are not listed in these tables
Target sequence (Q6W5P4 whole entry, looked up): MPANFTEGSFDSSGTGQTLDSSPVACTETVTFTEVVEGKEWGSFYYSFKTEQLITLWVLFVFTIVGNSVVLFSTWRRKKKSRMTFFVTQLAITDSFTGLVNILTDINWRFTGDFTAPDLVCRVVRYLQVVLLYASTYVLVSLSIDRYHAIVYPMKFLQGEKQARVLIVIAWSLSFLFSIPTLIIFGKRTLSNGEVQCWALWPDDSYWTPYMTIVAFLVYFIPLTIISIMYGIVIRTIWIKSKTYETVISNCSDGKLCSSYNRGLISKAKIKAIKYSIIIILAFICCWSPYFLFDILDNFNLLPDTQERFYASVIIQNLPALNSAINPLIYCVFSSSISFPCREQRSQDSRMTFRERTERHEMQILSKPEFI
HTT aggregate: reduces HttQ103-GFP aggregates in PC12 cells; PC12 HttQ103-GFP aggregates, Acumen cytometry, 40 h; Potency, µM (doses to about 46.1 µM), for inactives: top-dose activity change, negative = inhibition, hits mostly inhibitors; AID 1688; 220,000 tested, 1.1% active; further: potency means the concentration at half of the fitted maximal effect; on the % scale 0 is the no-effect control and ±100 the full control effect; nearly all actives have a fitted effect of over 60% in size
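Multiplexed with ATP-based cell death, this channel scores GFP aggregates in PC12 cells expressing inducible HTTex1-Q103-GFP. Induction used 100 nM tebufenozide; compounds were tested in concentration series.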
Epigenetic reg: regulators of epigenetic silencing causing reporter derepression in mouse cells; murine LDR cells, GFP reporter derepression, 30 h; Potency, µM (doses to about 53.9 µM), for the others: at the top dose GFP activation, actives largely listed as activators; 280,000 tested, 0.2% active; further: potency means the concentration at half of the fitted maximal effect; % of control where 0% means no effect; nearly all actives have a fitted effect of over 60% in size
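GFP-positive cell count by laser-scanning cytometry (objects 20–120 um) after 30 h, 37 C compound exposure of murine LDR cells; reporter is CMV-GFP integrated at a silenced locus, inducible by HDAC or DNMT inhibitors.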
IMPase Li cell: IMPase inhibition in cells with lithium potentiation | Potency, µM (top dose mostly 59.4 µM), for inactives: at the top dose activity, negative = IMPase inhibition, actives largely listed as inhibitors | AID 1457 | CHO-M1 cells, IP1 TR-FRET (IP-One), carbachol + lithium | 210,000 tested, 0.35% active;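 further: IP1 builds up when IMPase is blocked and the TR-FRET signal falls; potency means the concentration at half of the fitted maximal effect; plate controls were basal vehicle for no effect and high inhibitor control for full effect; nearly all actives have a fitted effect of over 50% in size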
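Lithium-sensitised IP1 accumulation assay; M1-expressing CHO cells treated 30 min at 37C with compound. Competitive antibody detection by time-resolved FRET followed a 10 min room-temperature lysis step.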
L3MBTL1 inh: blocks human L3MBTL1; AlphaScreen L3MBTL1–H3K9me1 peptide binding; Potency, µM (doses to about 57.1 µM), inactives show top-dose activity, negative = inhibition, hits mostly inhibitors; 230,000 tested, 0.66% active; AID 485360; further: potency means the concentration at half of the fitted maximal effect; on the % scale 0 is the no-effect control and ±100 the full control effect; nearly all actives have a fitted effect of over 60% in size
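Displacement of a biotinylated histone H3(1-15) peptide monomethylated at Lys9 (75 nM) from L3MBTL1 (50 nM) was measured by AlphaScreen after a 30 min room-temperature compound incubation; cefsulodin titration served as intraplate control.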
Luc counter: counter-screen: inhibitors of Kinase-Glo firefly luciferase; Q27757; Kinase-Glo luciferase, ATP luminescence, 8 min; Potency, µM (titrated, usually from 38.3 µM), for the others: at the highest dose activity change, negative = inhibition, hits mostly inhibitors; 200,000 tested, 0.28% active; AID 1379; further: potency means the concentration at half of the fitted maximal effect; on the % scale 0 is the no-effect control and ±100 the full control effect; nearly all actives have a fitted effect of over 60% in size
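Recombinant Kinase-Glo luciferase, 10 uM ATP (linear range), luciferin; imidazole pH 7.2 / KCl / MgCl2 / Tween / BSA buffer; 8 min RT; luminescence.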
CBFb RUNX1 block: blocks binding between human CBF-beta and RUNX1. Q01196+Q13951. Potency, µM (series often up to 59.8 µM), for inactives: at the highest dose activity, negative = inhibition, most hits filed as inhibitors. AID 1477. AlphaScreen CBFb-His/RUNX1-biotin binding, biochemical. 230,000 tested, under 10 active; further: % of control where 0% means no effect
Target sequence (Q01196 whole entry, looked up): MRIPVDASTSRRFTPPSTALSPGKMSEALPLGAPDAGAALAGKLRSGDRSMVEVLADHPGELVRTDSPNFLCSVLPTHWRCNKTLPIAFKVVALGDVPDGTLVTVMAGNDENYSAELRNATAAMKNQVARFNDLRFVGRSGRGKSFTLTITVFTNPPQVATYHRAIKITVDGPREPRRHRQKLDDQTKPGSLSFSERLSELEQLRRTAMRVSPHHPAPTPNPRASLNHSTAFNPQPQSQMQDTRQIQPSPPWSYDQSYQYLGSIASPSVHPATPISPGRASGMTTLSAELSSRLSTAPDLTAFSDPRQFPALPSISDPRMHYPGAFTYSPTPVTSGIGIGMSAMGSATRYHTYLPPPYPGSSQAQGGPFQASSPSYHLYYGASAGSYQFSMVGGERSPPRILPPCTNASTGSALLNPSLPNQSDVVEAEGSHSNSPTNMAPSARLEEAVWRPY
Target sequence (Q13951 whole entry, looked up): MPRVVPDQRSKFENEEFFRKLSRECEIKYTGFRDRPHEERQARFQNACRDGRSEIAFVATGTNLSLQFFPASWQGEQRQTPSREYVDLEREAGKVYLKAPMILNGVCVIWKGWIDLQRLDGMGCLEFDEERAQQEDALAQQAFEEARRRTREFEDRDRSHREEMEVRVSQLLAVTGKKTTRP
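His-tagged CBF-beta and biotinylated RUNX1 (30 nM each) were premixed 20 min at room temperature, exposed to compound for 15 min, then given nickel-chelate and streptavidin AlphaScreen beads (50 ng each). After 90 min, AlphaScreen signal was read.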
The depositor's hits bear a star; ? = inconclusive; · = no result given; [ ] = another dose, or the depositor's remark. The call rests on the fitted dose curve; in most records, active means well fitted curve in the direction sought with a large enough effect; inconclusive means small, poorly fitted or top-dose-only effect, or another doubt; inactive means no such curve, though single readings can be large; an effect the other way counts as inactive or inconclusive. An excerpt. The share of hits here may be higher or lower than overall.

mol | NPSR antagonist | HTT aggregate | Epigenetic reg | IMPase Li cell | L3MBTL1 inh | Luc counter | CBFb RUNX1 block
Cc1cc(C)n(CC(C)NCc2cn[nH]c2-c2ccc(C)c(C)c2)n1 (stereo unspecified) | -1% | · | 0.0% | 7% | -2% | -3% | -1%
CC(C)(C)C(=O)Cn1nc(Cl)nc1Cl | 10% | -4% | 5.6% | 10% | 13% | 1% | 12%
COc1ccc(OCCN(C)Cc2ccccc2)cc1 | -4%[46.1 µM] | 11% | 0.0% | 7% | -2% | -2% | 2%
Cc1nnsc1C(=O)N(Cc1ccccc1)C(C)C | -4% | -1%[9.22 µM] | -1.1% | · | 4% | · | 4%
Cc1ccc2c(c1)C1(OCCO1)C(=O)N2 | -3%[46.1 µM] | 8% | 3.3% | 23%[38.3 µM] | · | -2% | 2%
O=C(/C=C\Nc1ccc(Br)cc1)c1cccnc1 | -1% | 25% | -1.0% | -10% | -3% | -14% | 11%
COc1ccc(C(=O)CN2CC(C)SC2=Nc2ccc(Cl)cc2)cc1 (stereo unspecified) | ? | -10% | -0.9% | · | 0% | · | -1%
O=C(NCc1ccc2c(c1)OCO2)C1CCN(S(=O)(=O)N2CCCCC2)CC1 | 0% | -3% | -2.2% | -1% | 3% | 2% | 0%
O=C(CC(=O)N/N=C/c1ccccc1O)NCc1cccnc1 | 20% | 18% | 1.1% | -2% | -4% | 0% | 3%
CC(C)(C)N=C1NC(=NC(C)(C)C)c2ccccc21 | 16%[46.1 µM] | 13% | -0.9% | 2% | 2% | 0% | 0%
O=C(Nc1ccc(F)cc1)c1ccc2nsnc2c1 | -12% | 4%[9.22 µM] | 4.6% | · | · | · | 8%
O=C(c1cc2nc(C3CC3)cc(C(F)(F)F)n2n1)N1CCCC1 | -10%[46.1 µM] | 28% | 0.0% | 17%[38.3 µM] | 13% | 0% | -1%
NC(=O)C1CCN(C2CC(=O)NC2=O)CC1 (stereo unspecified) | 21% | 7% | -0.1% | -7% | ? | -2% | -7%
CC(OC(=O)c1ccccc1Oc1ccccc1)C(=O)NC1CC1 (stereo unspecified) | -12% | ? | 0.8% | -2% | 5% | 2% | 24%
CC/C(=N\NC(=O)c1ccc2c(c1)OCO2)C12CC3CC(CC(C3)C1)C2 | -2%[46.1 µM] | -12% | 2.0% | 14%[38.3 µM] | · | 0% | 4%
COc1ccc(-c2csc(-c3ccc(C(=O)O)cc3)n2)cc1 | -37% | -9% | -1.2% | 12% | -17% | 0% | 4%
COc1ccc(-c2n[nH]c(C)c2-c2cnn(-c3ccccc3)c2)c(O)c1C | ? | -32% | 4.1% | 3%[38.3 µM] | -5% | 10% | -1%
CC(=O)N1CCN(CC(=O)Nc2ccccc2Sc2ccccc2)CC1 | 10% | -17% | -2.3% | 9% | -2% | -1% | 4%
CC(=O)Nc1ccc(C(=O)NCCc2ccccc2)cc1 | 31% | -1% | -0.6% | -3% | -6% | 1% | -24%
CCCC(=O)Nc1ccc(Cl)c(NC(=S)NC(=O)c2ccco2)c1 | 7% | -31% | -1.0% | -7% | 7% | 6% | -4%
Cc1nn(-c2ccccc2)c2sc(-c3nnc(SCC(=O)O)o3)cc12 | -9%[46.1 µM] | -1%[9.22 µM] | -6.1% | ? | · | 4% | -6%
O=C(O/N=C(\c1ccccc1)c1ccccn1)c1cccc2ccccc12 | -34% | -21% | 2.5% | 15% | -11% | -3% | 6%
COC(=O)c1ccccc1NC(=O)CN1CCC(C(=O)c2ccc3c(c2)OCCO3)CC1 | -23%[46.1 µM] | 9% | -1.0% | 21%[38.3 µM] | -6% | 11% | -1%
CC(C)(C)CC(C)(C)NC(=O)/C=C/C(=O)O | -4%[7.67 µM] | -1%[9.22 µM] | 1.0% | · | 4% | · | 7%
Cc1nn(Cc2ccc(F)cc2)c(C)c1NC(=O)c1cccnc1Cl | 6% | 4% | 1.1% | 3% | 3% | 13% | 4%
C/C(=C/C#N)Nc1ccc(C)cc1 | 12% | -8%[9.22 µM] | -1.3% | 3% | 4% | 0% | 0%
COc1ccc(C/C(N)=N/OC(=O)C(c2ccccc2)c2ccccc2)cc1OC | -14%[46.1 µM] | 3% | -0.9% | · | 13% | · | ?
CCCOc1ccc(/C=C/C(=O)Nc2ccc([N+](=O)[O-])cc2C)cc1OC | -2%[46.1 µM] | 15% | -0.9% | -8%[38.3 µM] | 1% | -2% | 3%
Oc1ccc2ccccc2c1/C=N/Nc1ccccc1 | 1% | ? | 0.0% | 1% | ? | 0% | 0%
Cc1ccc(C(C)C)cc1OCCCCN1CCCC1 | 20% | -32% | 1.0% | 7% | 28µM* | -1% | 3%
COc1ccc2c(c1)C1CC(C)(NC(=O)C1S(=O)(=O)c1ccc(F)cc1)O2 (stereo unspecified) | -17%[46.1 µM] | 21% | -0.9% | · | -4% | · | -5%
CCOc1ccccc1N(C(=O)c1ccco1)C(C(=O)NC1CCCC1)c1cccnc1 (stereo unspecified) | -4%[46.1 µM] | -9% | 0.0% | 6%[38.3 µM] | -4%[11.4 µM] | 2% | 3%
Cc1nc([N+](=O)[O-])cn1Cc1cccc([N+](=O)[O-])c1 | 4% | 18%[9.22 µM] | -2.0% | 7% | -1% | 0% | 4%
Cc1nn(-c2cc(N3CCCCC3)ccc2N)c(=O)c2ccccc12 | -1% | ? | -1.0% | 7% | -1% | 0% | -6%
CCc1c(C)nc2[nH]nc(-c3ccccc3)n2c1=O | -5%[46.1 µM] | 5% | -4.1% | · | 2% | · | 4%
COC(=O)c1c(C)noc1-c1snnc1C | -18% | 9%[9.22 µM] | -0.3% | · | 1% | · | 9%
CCC(C)(C)n1nnnc1C(c1ccc(Cl)cc1)N1CCN(C)CC1 (stereo unspecified) | -11%[46.1 µM] | -4% | 0.0% | 26%[38.3 µM] | · | 1% | -1%
CCCN1CNC(=S)N(c2ccccc2OCC)C1 | -2%[46.1 µM] | -19% | 0.0% | -1% | 7% | 0% | -3%
COc1cc(/C=N/Nc2nc(C)cc(C)n2)ccc1OC(=O)c1ccco1 | -19% | 8% | 0.0% | 5% | 1% | -2% | 11%
CCOC(=O)/C(=N\Nc1ccccc1Cl)N(C)C1CCS(=O)(=O)C1 (stereo unspecified) | -18% | 15% | -3.2% | 3% | · | 0% | -2%

Two records picked at random from the list so far:
mol | NPSR antagonist | HTT aggregate | Epigenetic reg | IMPase Li cell | L3MBTL1 inh | Luc counter | CBFb RUNX1 block
CC/C(=N\NC(=O)c1ccc2c(c1)OCO2)C12CC3CC(CC(C3)C1)C2 | -2%[46.1 µM] | -12% | 2.0% | 14%[38.3 µM] | · | 0% | 4%
Oc1ccc2ccccc2c1/C=N/Nc1ccccc1 | 1% | ? | 0.0% | 1% | ? | 0% | 0%

More compounds
mol | NPSR antagonist | HTT aggregate | Epigenetic reg | IMPase Li cell | L3MBTL1 inh | Luc counter | CBFb RUNX1 block
COC(=O)c1cnc(Oc2ccc(NC(=O)NC(=O)c3c(F)cccc3F)cc2)cc1C(F)(F)F | -26% | 12%[9.22 µM] | 0.2% | · | 14% | · | 4%
COC(=O)Cc1[nH]nc2c1C1(C(=O)N(Cc3ccc(Cl)cc3)c3ccccc31)C(C#N)=C(N)O2 (stereo unspecified) | -5%[46.1 µM] | 23% | -1.0% | -8%[38.3 µM] | -5% | 1% | -1%
O=C(Nc1ccc(Cl)cc1)C1CCN(C(=O)NC2CCCCC2)CC1 | 3%[46.1 µM] | 6% | 4.6% | -6%[38.3 µM] | -2% | -1% | 6%
Cc1noc(/C=C/N(C)C)c1S(=O)(=O)N1CCCC(C(=O)NC(C)c2ccccc2)C1 (stereo unspecified) | -27%[46.1 µM] | -10% | -2.8% | 7%[38.3 µM] | -11% | 1% | 10%
O=C(CSc1nc(O)c(Cc2ccccc2)c(=O)[nH]1)c1ccccc1 | 0% | -8%[9.22 µM] | 0.0% | · | 3% | · | -2%
CC(C)c1ccc(N2C(=O)CC(NNC(=O)c3ccccc3Cl)C2=O)cc1 (stereo unspecified) | 14% | -33%[9.22 µM] | 0.1% | · | · | · | 0%
C/C(Cn1cnc([N+](=O)[O-])n1)=N\NC(=O)c1ccc(Br)cc1 | 18% | 28% | 0.1% | -7% | -1% | 2% | -3%
CCN(CC)C(=O)CSc1ncnc2c1nnn2-c1ccc(F)cc1 | ? | ? | 0.0% | 4%[38.3 µM] | 2% | 0% | 3%
CCc1ccc(OCC(=O)N(C)C)c(Br)c1 | 10%[46.1 µM] | 7% | -1.0% | 16%[38.3 µM] | · | -1% | -29%
CS(=O)(=O)c1ccc(Cl)c(NC(=O)c2cccc(Br)c2)c1 | 1% | -16% | 0.0% | 2% | 6% | 0% | 7%
Cc1cc(C)n(S(=O)(=O)c2cc(Cl)ccc2Cl)n1 | -17%[46.1 µM] | 25% | 0.0% | 7%[38.3 µM] | 11% | -4% | 3%
CC(C)C(=O)Nc1nnc(-c2ccccc2)o1 | 10%[46.1 µM] | -3% | 1.0% | 4%[38.3 µM] | -6% | 5% | -4%
CC/C(=N/Nc1ccc(Cl)cc1)c1cnnc(SC)n1 | -13% | -19% | 0.0% | 6% | -1% | 2% | -1%
CC(C)(C)SCCNC(=O)CN1C(=O)c2ccccc2S1(=O)=O | 6% | 14% | -1.0% | 2% | 9% | 3% | 2%
CCOc1ccc(C(=O)NC(=S)Nc2ccc(N3CCC(C)CC3)cc2)cc1[N+](=O)[O-] | -7% | 11% | -1.0% | 11% | -36% | -1% | -8%
CC[C@]1(O)C[C@@H]2CN(CCc3c([nH]c4ccccc34)[C@](C(=O)OC)(c3cc4c(cc3OC)N(C=O)[C@H]3[C@@](O)(C(=O)OC)[C@H](C(=O)OC)[C@@]5(CC)C=CCN6CC[C@]43[C@H]65)C2)C1 | · | · | 9.2% | 6% | · | 2% | -17%[21.7 µM]
Cn1c2ccccc2n2c(=O)cc(-c3ccccc3)c(C#N)c12 | 5% | -4%[9.22 µM] | -0.4% | · | 2% | · | 7%
C[C@@H](C(=O)Nc1ccc2ccccc2c1)[C@@H]1C[C@@]1(C)[C@@H](N)c1ccccc1 | · | · | 2.6% | 1% | · | 1% | 8%
Cc1[nH]c(=O)[nH]c(=O)c1/C=N\NC(=O)CCc1ccc(OC(C)C)cc1 | 18% | 6% | -1.4% | 10% | 2% | 2% | 3%
CC1=NCC(C)c2c1[nH]c1ccccc21 (stereo unspecified) | -3%[46.1 µM] | 8% | 4.7% | -1%[38.3 µM] | 2% | -2% | -12%
COc1cccc(-c2ccc(SCC(=O)NCCc3ccccc3)nn2)c1 | -15% | -13% | 0.4% | 11% | · | 0% | 0%
COc1ccc2cc(S(=O)(=O)N3CCOCC3)ccc2c1 | -6%[46.1 µM] | -4% | -2.2% | 1% | 3% | 4% | 12%
CSc1cccc(NC(=S)NN(C)C)c1 | -28% | 2%[9.22 µM] | -0.1% | · | 1% | · | 0%
